# ST2 IL33 inh = IL1RL1 inhibition. 2.3% of 78,000 active. inhibition, % for hits at 17 µM. AID 1259354. AlphaLISA ST2-Fc/biotin-IL-33 interaction, 1 h; in the data active = inhibition above about 30%; inconclusive = mostly about 10% to 28%
# Target sequence (Q01638 whole entry, looked up): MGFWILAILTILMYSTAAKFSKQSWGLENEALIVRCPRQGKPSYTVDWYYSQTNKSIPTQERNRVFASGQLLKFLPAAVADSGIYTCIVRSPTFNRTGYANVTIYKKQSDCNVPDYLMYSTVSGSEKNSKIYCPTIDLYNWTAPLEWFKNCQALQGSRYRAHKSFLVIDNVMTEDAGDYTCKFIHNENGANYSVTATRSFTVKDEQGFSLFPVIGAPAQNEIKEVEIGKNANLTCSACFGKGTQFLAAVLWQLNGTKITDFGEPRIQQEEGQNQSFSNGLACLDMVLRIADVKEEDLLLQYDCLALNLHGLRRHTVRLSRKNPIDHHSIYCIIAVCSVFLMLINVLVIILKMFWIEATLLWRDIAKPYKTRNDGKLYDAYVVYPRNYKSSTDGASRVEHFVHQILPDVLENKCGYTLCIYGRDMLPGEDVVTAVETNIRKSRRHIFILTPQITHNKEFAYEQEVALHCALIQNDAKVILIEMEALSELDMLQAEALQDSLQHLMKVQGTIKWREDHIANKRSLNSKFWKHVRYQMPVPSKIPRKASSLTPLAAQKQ
# Active calls of the source: *; i = inactive; ? = inconclusive; ! = repeats disagree. An excerpt, so the mix of outcomes need not match the whole.
SMILES,ST2 IL33 inh
N#C/C(=C\c1ccccc1[N+](=O)[O-])c1nc(-c2ccccc2)cs1,50%*
CSc1ccc2cc(CN3CC[C@H](O)C3)c(=O)[nH]c2c1,i
C=C1C(=O)O[C@H]2C3=C(C)CCC[C@]3(C)C(=O)C[C@@H]12,i
O=[N+]([O-])c1ccc(CSc2ncnc3c2ncn3C2OC(CO)C(O)C2O)cc1 (stereo not given),i
CCOC(=O)C1(CCOc2ccccc2)CCCN(C(=O)c2csc(C)n2)C1 (stereo not given),i
Cc1cccc(C(C(=O)NCc2nc(-c3cccnc3)no2)N(C)C)c1 (stereo not given),?
O=C(Nc1cccc2ccccc12)O[C@@H]1CO[C@H]2[C@@H]1OC[C@@H]2NCC1CCCCC1,i
Cc1ccc(Nc2c(-c3ccco3)nc3ccc(Cl)cn23)cc1,?
O=C(CCC1CCN(C2CCc3ccccc3C2)CC1)Nc1ccccc1Cl (stereo not given),i
CC(C)CCn1c(Oc2ccccc2Cl)nc2c1c(=O)n(C)c(=O)n2C,i
Cc1c(C(=O)N2CCCCC2)c(S(=O)(=O)Nc2ccc(S(N)(=O)=O)cc2)c(C)n1C,i
Cc1ccsc1CN(C)C(=O)CCN1CCCCO1,i
CC(C)Cc1cc(C(=O)N2CCN(C(=O)c3ccccc3)CC2)no1,i
COc1ccc(C2=NN(C(C)=O)C3(CCCC3)O2)cc1OC,i
Cc1ccc(OCc2occc2C(=O)N2CCCC(N3CCCC3=O)C2)cc1 (stereo not given),?

# Shown field by field: 4 of the compounds above
O=[N+]([O-])c1ccc(CSc2ncnc3c2ncn3C2OC(CO)C(O)C2O)cc1 (stereo not given)
  ST2 IL33 inh: i

CCOC(=O)C1(CCOc2ccccc2)CCCN(C(=O)c2csc(C)n2)C1 (stereo not given)
  ST2 IL33 inh: i

Cc1cccc(C(C(=O)NCc2nc(-c3cccnc3)no2)N(C)C)c1 (stereo not given)
  ST2 IL33 inh: ?

O=C(Nc1cccc2ccccc12)O[C@@H]1CO[C@H]2[C@@H]1OC[C@@H]2NCC1CCCCC1
  ST2 IL33 inh: i

# (listing goes on)
SMILES,ST2 IL33 inh
CCn1cnnc1CCNC(=O)c1cnn2c1CCCC2,i
N#Cc1c(C(F)(F)F)cc(-c2cccs2)nc1SCC(=O)O,i
COc1ccccc1NC(=O)CSC1=NN2CCCC(=O)N=C2S1,i
Cc1cc(C2CCC2)nc(-c2ccc(O)cc2)n1,?
COc1ccc(OC)c(N=Cc2c(O)n(-c3ccccc3OC)c(=O)c3ccccc23)c1,?
Cc1cc(C)cc(N(CC(=O)N2CCN(Cc3ccccc3)CC2)S(C)(=O)=O)c1,i
O=C1C2C3c4ccccc4C([N+](=O)[O-])(c4ccccc43)C2C(=O)N1CCCCO (stereo not given),i
CC(=O)Nc1cccc2nc(CN3CCCC(CO)(Cc4cccc(Cl)c4)C3)ccc12 (stereo not given),?
COc1ccc2cc3cc(C(=O)NCC4(c5ccccc5)CCCC4)oc3nc2c1,i
O=[N+]([O-])c1ccc(NCCCN2CCOCC2)c(F)c1,i
COc1ccc(CCN(C)C2CCCN(Cc3ccccc3F)C2)cc1OC (stereo not given),i
CC(C)C1=NOC(C(=O)N2CCc3c(cc(-c4ccncc4)c(=O)n3CCN3CCCCC3)C2)C1 (stereo not given),i
CC(=O)N1CCN(CC[C@H]2CN(C(=O)c3ccnc(Cl)c3)CC[C@H]2CC(=O)O)CC1,?
O=[N+]([O-])c1cccc2c1NC(c1cccc(Cl)c1Cl)C1CC=CC21 (stereo not given),39%*
Cc1nnc(SCCn2c(N3CC(C)CC(C)C3)nc3c2c(=O)[nH]c(=O)n3C)s1 (stereo not given),i
CCOC(=O)C1C(=O)C=C(c2ccco2)CC1c1ccccc1Cl (stereo not given),?
COC(=O)c1ccc(N2C(=O)c3ccc(C(=O)Oc4ccccc4)cc3C2=O)cc1,i
Cc1cc(C)n(C)c(=O)c1C(=O)N1CCc2c(nc[nH]c2=O)C1,i
Cc1ccc(-c2noc(CCC(=O)N3CCCCC3C)n2)cc1 (stereo not given),i
O=C(NCc1cccnc1)c1ccc2nc3cc(Cl)ccc3c(=O)n2c1,i
O=C1CCCC2=C1C(c1ccccn1)Nc1ccc(C(=O)c3ccccc3)cc1N2 (stereo not given),?
COc1ccc(NC(=O)N[C@H]2[C@H](O)[C@@H](N3CCC(Cc4ccccc4)CC3)[C@@H]3OC[C@H]2O3)cc1,i
COc1ccc2cc(C3OCCO3)c(Cl)nc2c1,?
Cc1coc2c1CC1OC1(C)CCC1OC1(C)C2 (stereo not given),i
O=C(NCCO)c1cc2sc3ccccc3c2s1,i
COC(=O)C1C(=O)C2=C(CC1C)NC(C)=C(C(=O)OCCOC(C)C)C2c1ccc(O)cc1 (stereo not given),i
Cc1cc2nc(Cc3ccc(F)cc3)c(=O)[nH]c2cc1C,?
CC1(C)C[C@H](NCc2ccc(CO)o2)[C@@]2(CCC(=O)NCCN3CCOCC3)CC[C@](C)(O)C[C@@H]12,i
O=[N+]([O-])c1cc(-c2ncnn2-c2cccc(Br)c2)ccc1Cl,i
O=C(CCCn1c(=O)[nH]c2ccsc2c1=O)NCc1ccc(F)cc1,?
Cc1ccc(N2CC(C(=O)NC3CCCCC3)CC2=O)cc1 (stereo not given),i
CCOC(=O)C(Cc1ccc(F)cc1)SC#N (stereo not given),i
CC(C)OC(=O)CSc1nc2c(c(C3CC=CCC3)c1C#N)CCC2 (stereo not given),i
CN(CCNC(=O)C[C@@H]1C[C@@H]2C=C[C@H]1C2)S(C)(=O)=O,?
CSc1ccc(-c2nc(SCC(=O)NCc3ccco3)c(-c3ccc(F)cc3)[nH]2)cc1,i
CCOCCCNC(=O)c1cc(=O)[nH]c2ccc(S(=O)(=O)N3CCCCCC3)cc12,i
O=C(CCOc1ccccc1)Nc1nc2c(s1)CCc1ccccc1-2,i
O=C1NCC2(CCN(CC3(O)CCCN(CCc4ccccc4)C3=O)CC2)O1 (stereo not given),?
COc1cccc(NC(=O)N2CCC[C@@H](O)[C@H](NC(=O)c3ccc(OCCN4CCCC4)cc3)C2)c1,?
COc1ccc(OC)c(NC(=O)c2sc3ncnc(N4CCCCC4C)c3c2C)c1 (stereo not given),?
O=C(Nc1ccccc1)NC1CCCC1,?
CC(C)Nc1cc(-c2cccc3cccnc23)ncn1,?
O=C1CCc2ccccc2CN1,i
Cc1onc(-c2ccccc2Cl)c1C(=O)Nc1ccc(Cl)cn1,i
COc1ccc2c(c1)C1CC(C)(NC(=O)C1C(=O)c1ccccc1)O2 (stereo not given),i
O=C(CCC1N=C2c3ccccc3N=C(SCc3ccc(F)cc3)N2C1=O)NCc1ccco1 (stereo not given),i
CCSc1nc2c([nH]c3ccccc32)c(=O)n1-c1cccc(OC)c1,i
Cc1ccc(C(=O)COC(=O)c2cc3ccccc3oc2=O)cc1C,i
COc1ccc(CC(=O)NC2CC(=O)N(c3cccc(F)c3)C2)cc1OC (stereo not given),i
COc1ccc2cc3cc(C(=O)NCCCN4CCCC4)oc3nc2c1,33%*!
COc1ccc2[nH]c(C(=O)N3CCCN(C)C4(CCN(C)CC4)C3)cc2c1,i
CC(C)CCn1cnc2c(cnn2-c2ccc(Cl)cc2)c1=O,?
CC1(C)CC(=O)C(C(C2=C(O)CC(C)(C)CC2=O)c2ccc(O)cc2O)C(=O)C1 (stereo not given),i
Cc1cccc(N(CC(=O)NC2CCCC2)S(C)(=O)=O)c1C,i
N#CC1=C(N)OC2=C(C(=O)CCC2)C1c1cccc(Oc2ccc(Cl)cc2)c1 (stereo not given),i
Cc1ccc(-c2cc(C(F)F)nc(S(C)(=O)=O)n2)cc1,?
CCCCNc1ccc(C(=O)O)cc1,i
O=C(CC1C(=O)Nc2ccccc21)OC[C@H]1O[C@@H](OCCc2ccc(O)cc2)[C@H](O)[C@@H](O)[C@@H]1O (stereo not given in full),i
C=CC1(C)CC2=CCC3C(C)(C(=O)O)CCCC3(C)C2CC1OC(C)=O (stereo not given),?
Cc1cc(-n2nc(C)cc2C)nc(NS(=O)(=O)c2ccccc2Cl)n1,i

# Part of the list above, field by field:
Cc1ccc(C(=O)COC(=O)c2cc3ccccc3oc2=O)cc1C
  ST2 IL33 inh: i
COc1ccc(CC(=O)NC2CC(=O)N(c3cccc(F)c3)C2)cc1OC (stereo not given)
  ST2 IL33 inh: i
COc1ccc2cc3cc(C(=O)NCCCN4CCCC4)oc3nc2c1
  ST2 IL33 inh: 33%*!
COc1ccc2[nH]c(C(=O)N3CCCN(C)C4(CCN(C)CC4)C3)cc2c1
  ST2 IL33 inh: i

# Additional structures follow:
SMILES,ST2 IL33 inh
CC1CCCN(C2CCN(Cc3ccc(Cl)cc3)CC2)C1 (stereo not given),i
Cc1ccc(S(=O)(=O)N2CCN(c3nc(C)cc(N4CCOCC4)n3)CC2)c(C)c1,?
O=C(Nc1sc2c(c1C(=O)NCc1ccco1)CCCC2)c1ccccc1[N+](=O)[O-],30%*
OCC1(CCOc2ccccc2)CCN(Cc2cc3ccccc3o2)CC1,i
CC(C)N1C(=O)c2ccccc2C1C(=O)NC1CCCCCCC1 (stereo not given),i
Cc1ccccc1C(NS(=O)(=O)NCc1ccccc1)c1ccncc1 (stereo not given),i
CC(=O)NC(C(N)=O)C(SCc1ccccc1)c1c[nH]c2ccccc12 (stereo not given),i
COc1ccccc1C1C(C#N)=C(N)OC2=C1C(=O)CC(c1ccccc1)C2 (stereo not given),?
Cc1ccn(C(=O)c2cc3c(C)nn(-c4ccccc4)c3s2)n1,i
Cc1ccc(S(=O)(=O)NC(=O)Nc2ccc(Cl)c(C(F)(F)F)c2)cc1,i
O=C(Nc1cccc(-c2cccc(F)c2)c1)C1CCN(Cc2cccs2)CC1,?
CCCC(=O)Nc1ccc(-c2nc3cc(C(C)C)ccc3o2)cc1,i
CCN(CC)c1c(Cl)c(Cl)nc(Cl)c1C(=O)O,i
CCOc1ccc(C2CC(c3ccccc3Cl)n3ncnc3N2)cc1 (stereo not given),?
CCc1nnc(CN(C(=O)c2oc3cc(OC)ccc3c2C)C(C)C)o1,?
CCC(=O)Nc1nnc(N=Cc2ccc(Br)s2)s1,i
Cc1ccccc1CN1CCC(CN(Cc2cccnc2)C(=O)c2sccc2C)CC1,?
O=C(O)c1cccnc1SC1CC(=O)N(Cc2ccccc2)C1=O (stereo not given),i
O=C(CS(=O)(=O)c1c[nH]c2ccccc12)N1CCCCC1,i
CCCCN(CC)S(=O)(=O)c1ccc2c(c1)CCN2C(=O)C1CC1,i
Cc1ccc(-n2ncc3c2CC(C)(C)CC3NC(=O)CCc2ccco2)cc1 (stereo not given),?
CCn1cc(C(=O)NCCCN2CCCCCC2)c2cc(OC)c(OC)cc2c1=O,?
CCOc1ccc(CNc2nc(-c3nnc(-c4cccc(C)c4)o3)nc3ccccc23)cc1,?
O=C(O)CCCC(=O)N[C@H]1CO[C@H]2[C@@H]1OC[C@@H]2Nc1nccc(-c2ccc3c(c2)OCO3)n1,?
O=C(CSc1ccccc1C(=O)O)Nc1cccc(C(F)(F)F)c1,?
Cc1nc2cc(-c3cccc4ccnn34)ccc2s1,i
O=C(COc1ccc(Br)cc1)NCc1ccccc1,i
O=C(Cn1cnc2c(cnn2-c2ccc(Cl)cc2)c1=O)NC1CCCC1,i
CCSc1nc2c(c(=O)[nH]1)C(c1ccc(C(C)C)cc1)C1=C(CCCC1=O)N2 (stereo not given),i
O=C(NC1CCCCC1)c1ccc2nc3cc(Cl)ccc3c(=O)n2c1,i
Cc1cc(N2S(=O)(=O)c3ccccc3S2(=O)=O)ccc1Br,i
CC1(C)CC(NC(=O)c2ccc3c(c2)OCO3)CC(C)(C)N1,i
Cc1cc(C)nc(NC(=O)c2cccc(CN3CCCC(C(N)=O)C3)c2)c1 (stereo not given),?
CS(=O)(=O)N(CC(=O)O)c1ccccc1F,i
Cc1ccc2nc(-c3cc(N=Cc4cc([N+](=O)[O-])ccc4O)ccc3O)oc2c1,?
O=C(CSc1c2c(nc3cc(Cl)ccc13)CCCC2)NCc1cccs1,i
Cc1cccc(N2C(=O)NC3CC2(C)Oc2ccc(Br)cc23)c1 (stereo not given),?
CCC(=O)Nc1c2c(nn1-c1ccc(C)cc1C)CSC2,i
O=[N+]([O-])C1=C(Nc2ccccc2)CS(=O)(=O)C1,i
CC(=O)c1cccc(N2C(=O)[C@H]3[C@@H](C2=O)[C@@]2(CO)C=C[C@H]3O2)c1,i
COc1ccc(-n2nc(C)c([C@@H]3C=C[C@@H](NC(=S)Nc4ccccc4)C3)c2C)cc1,i
O=C(NC1CCCCCC1)c1ccc2nc3ccccc3c(=O)n2c1,i
COC(=O)c1cc2n(n1)CCCN(C(=O)c1cccc3[nH]c(C)nc13)C2,i
CC1=C(C#N)C(c2ccccc2C(F)(F)F)C2=C(CCCC2=O)N1 (stereo not given),i
COc1ccc(NC(=O)CCS(=O)(=O)c2ccc(Br)s2)cc1Cl,i

# Continued (2 carried over from the part before).
SMILES,ST2 IL33 inh
CC1=C(C#N)C(c2ccccc2C(F)(F)F)C2=C(CCCC2=O)N1 (stereo not given),i
COc1ccc(NC(=O)CCS(=O)(=O)c2ccc(Br)s2)cc1Cl,i
CC(C)(C)n1cnc2cc(NCc3ccccc3O)ccc21,?
CC1=C[C@@H](CNCCc2c[nH]c3ccccc23)[C@H](C(C)C)C[C@H]1Cc1nnc(-c2cncn2C)o1,i
COc1ccc(CN2CCN(c3cccc(C)c3C)CC2)cc1OC,?
Cc1nc2sc3c(c2c(=O)[nH]1)CCCC3,i
CCOC(=O)C1(CC2CC2)CCN(C(=O)c2cc(C(F)(F)F)ccc2Cl)CC1,i
CCCN(Cc1cccnc1)C(=O)C1CCN(Cc2ccco2)CC1,i
CCCn1nc(C)c(CNC(=O)c2sc(CC)nc2C)c1C,i

# Source: PubChem BioAssay
